Screens deposited in PubChem by Broad Institute.
ERp5 block = inhibitors of human ERp5; Q15084; ERp5 insulin aggregation, absorbance 650 nm, 90 min; inhibition, % at 9.99 µM; 350,000 compounds, 0.05% hits;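 active means mean replicate inhibition above about 25%, with every replicate also reaching it, limit read from the data, passing the limit was not always enough; inconclusive means only one of those two criteria met; inactive means neither criterion met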
Target sequence (Q15084 whole entry, looked up): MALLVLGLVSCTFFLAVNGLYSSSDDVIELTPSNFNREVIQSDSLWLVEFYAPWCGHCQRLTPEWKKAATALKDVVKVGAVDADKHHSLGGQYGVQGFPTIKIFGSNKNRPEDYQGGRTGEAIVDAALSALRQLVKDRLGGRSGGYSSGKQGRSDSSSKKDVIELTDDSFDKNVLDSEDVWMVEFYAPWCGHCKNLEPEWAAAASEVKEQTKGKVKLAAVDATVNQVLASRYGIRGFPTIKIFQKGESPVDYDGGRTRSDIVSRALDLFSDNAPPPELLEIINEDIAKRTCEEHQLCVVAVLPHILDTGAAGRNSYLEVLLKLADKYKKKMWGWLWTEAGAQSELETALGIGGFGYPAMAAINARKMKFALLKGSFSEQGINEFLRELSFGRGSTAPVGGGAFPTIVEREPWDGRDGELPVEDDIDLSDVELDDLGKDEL
E-sel inducer = induces E-selectin expression in human endothelial cells. activation, % at 7.58 µM. 260,000 compounds, 0.37% hits. HUVEC E-selectin immunofluorescence imaging; normalized: neutral wells 0, TNF-alpha wells 100. P16581. AID 686992;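 active means mean E-selectin-positive cell signal at least 10% of the positive control, reached in at least 60% of replicates, without over 20% cell loss; inconclusive means no rule given, readout overlaps actives, possibly toxicity-flagged; inactive means the rest, including those meeting only one limit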;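 further: in these data hits start at about 27%; measured in HUVEC primary endothelial cells; signal is the percent of cells scored E-selectin positive by PE staining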
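Material: HUVEC primary endothelial cells; Amount: 3,000 cells per well; Dosing: single concentration; Medium: EGM-2 growth medium on 0.1% gelatin-coated wells; Read-out basis: percent E-selectin-positive cells; Signal: immunofluorescence imaging; Control set: TNF-alpha, DMSO.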
RAD52 inh = inhibitors of human RAD52 DNA annealing; P43351; recombinant RAD52 DNA annealing, FRET fluorescence; inhibition, % at 18.7 µM; 360,000 compounds, 0.46% hits;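 active means every replicate showing at least 50% inhibition; inconclusive means mean inhibition at least 50% but not in every replicate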
Target sequence (P43351 whole entry, looked up): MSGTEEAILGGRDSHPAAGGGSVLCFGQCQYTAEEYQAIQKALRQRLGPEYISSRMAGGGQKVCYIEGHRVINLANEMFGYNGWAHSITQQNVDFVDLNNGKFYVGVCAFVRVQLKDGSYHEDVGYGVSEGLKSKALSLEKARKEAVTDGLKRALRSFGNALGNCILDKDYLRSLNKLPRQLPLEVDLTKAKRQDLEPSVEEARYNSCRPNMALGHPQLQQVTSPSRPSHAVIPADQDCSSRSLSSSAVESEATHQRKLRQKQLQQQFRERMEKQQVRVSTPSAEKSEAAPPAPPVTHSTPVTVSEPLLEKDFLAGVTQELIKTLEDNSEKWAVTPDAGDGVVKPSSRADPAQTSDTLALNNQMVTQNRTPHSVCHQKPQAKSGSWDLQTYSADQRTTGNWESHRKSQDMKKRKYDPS
PglD DTNB = inhibitors of Campylobacter jejuni PglD acetyltransferase; purified PglD enzyme, DTNB colorimetric CoA detection; inhibition, % at 12.5 µM; 360,000 compounds, 0.098% hits; in the data active means inhibition above about 16%, passing the limit was not always enough; inconclusive means no clear call, values can overlap the other calls; further: strong numbers were not always called active
CASP6 VEID inh = blocks human caspase-6 cleavage activity. purified caspase-6, Z-VEID-R110 cleavage fluorescence. 350,000 compounds, 0.53% hits. inhibition, % at 12.5 µM. P55212;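 active means mean inhibition across replicates at least about 35%, with every replicate also reaching that limit, limit read from the data; inconclusive means only one of the two criteria met; inactive means neither criterion met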;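 further: 0% = median of neutral control wells and 100% = no fluorescence left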
ARNT-TACC3 inh = disrupts binding between human ARNT and TACC3; Q9Y6A5; AlphaScreen His-ARNT PAS-B/GST-TACC3 binding, luminescence; TACC3 fragment carries E629A point mutation; inhibition, % at 9.99 µM; 390,000 compounds, 0.66% hits; AID 623870;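 active means mean inhibition of replicates at least 50% and at least half of replicates each reaching 50%; inconclusive means half or more replicates reach 50% but mean below 50%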;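 further: 0% = complete ARNT plus TACC3 wells and 100% = ARNT alone without TACC3; many hits fall short of the cut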
RAD54 inh = inhibitors of human RAD54 branch migration; inhibition, % at 10.4 µM; RAD54 Holliday junction branch migration, FAM/BHQ fluorescence; 360,000 compounds, 0.14% hits; Q92698; AID 602329;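 active means mean normalized replicate activity at least 40 and at least half of replicates scoring 40 or more; inconclusive means only one of the two criteria met; inactive means mean below 40 and under half of replicates reaching 40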;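 further: 0% = median of neutral control wells and 100% = median of positive control wells; inhibitors cause a drop in the FAM fluorescence signal; in these data hits start at about 50%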
esBAF inh = blocks esBAF chromatin remodeling in mouse ES cells; Bmi1-luciferase knock-in reporter, 24 h; 100% = twice the neutral-well signal; reporter increase, % at 12.5 µM; 350,000 compounds, 2% hits; AID 602393; in the data active means activation above about 40%; inconclusive means no clear call, values can overlap the other calls;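 further: 0% = median of the plate's neutral control wells and 100% = double that signal; a rise in the Bmi1 reporter signal indicates esBAF inhibition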
Numbers without * were called inactive; ? = inconclusive; · = not tested or not shown. Compounds as they come; any-hit rate near 3.2%.

Below each SMILES – ERp5 block | E-sel inducer | RAD52 inh | PglD DTNB | CASP6 VEID inh | ARNT-TACC3 inh | RAD54 inh | esBAF inh
Cc1ccc(-c2noc(CNC(=O)c3ccc4c(c3)OCO4)n2)cc1
→ -1 | · | -5 | -2 | 3 | 2 | -12 | 0
COc1ccc(S(=O)(=O)N(C)C[C@@H]2Oc3ccc(NC(=O)CCCN(C)C)cc3CC(=O)N([C@@H](C)CO)C[C@@H]2C)cc1
→ 5 | -0.1 | -2 | -2 | 0 | 0 | -3 | 1
CN(C)c1ccc(S(=O)(=O)N2CCCCC2)cc1NC(=O)CCNC(=O)c1ccc(Cl)cc1
→ -4 | · | -10 | 1 | -1 | -4 | 5 | 5
O=C(NCc1ccco1)C1CC(c2cc(C(F)(F)F)cc(C(F)(F)F)c2)=NO1 (stereo unspecified)
→ 1 | 1.5 | -3 | -1 | 2 | 3 | -4 | -5
Cc1cc(C)n2nc(SCC(=O)N3CCOCC3)nc2n1
→ -2 | · | 4 | 2 | 0 | · | 15 | -8
CCS(=O)(=O)c1ccc2oc(SCC(=O)Nc3ccc(OC)c(OC)c3)nc2c1
→ 2 | · | -17 | · | 2 | -15 | · | ·
COc1ccc(N(C(=O)CCC(=O)Nc2cc(C)on2)C(C(=O)NC2CCCC2)c2ccco2)cc1 (stereo unspecified)
→ 5 | · | -30 | · | 2 | -1 | · | -3
COc1ccc(C(C)=O)cc1CN1C(=O)NC(CC(C)C)C1=O (stereo unspecified)
→ 5 | 0.5 | -4 | · | -3 | -2 | · | ·
Cc1ccc(S(=O)(=O)N2C[C@@H](O)COC[C@H]3O[C@@H](CC(=O)NCc4ccc5c(c4)OCO5)CC[C@@H]32)cc1
→ 1 | 0.1 | 6 | 0 | -9 | -8 | 3 | 0
Cc1cccc(C)c1NC(=O)C1C(c2ccc3c(c2)OCO3)=Nc2ccccc2N1C(=O)c1cccc2ccccc12 (stereo unspecified)
→ -9 | 2.6 | -41 | · | -2 | · | · | ·
CC(=O)N(O)CCCCCNC(=O)CCC(=O)N(O)CCCCCNC(=O)CCC(=O)N(O)CCCCCNC(=O)CCC(=O)O
→ 6 | · | -6 | 2 | -20 | -4 | -1 | 0
C[C@@H]1CN([C@@H](C)CO)C(=O)Cc2cc(NC(=O)Nc3ccccc3)ccc2O[C@H]1CN(C)Cc1ccc(-c2ccccc2)cc1
→ 3 | 0.9 | 32 | 0 | 1 | 6 | 2 | 4
CC(C)C(=O)N1CCN(C2=NS(=O)(=O)c3ccccc32)CC1
→ · | · | · | -9 | · | 10 | 0 | 7
Cc1cc(C)n(S(=O)(=O)c2ccc(C)c(C)c2C)n1
→ · | · | · | 4 | · | -3 | -13 | -4
COc1ccc(NC(=O)C(c2ccccc2)N(C)C(=O)c2ccc(=O)[nH]c2)cc1 (stereo unspecified)
→ -8 | 0.1 | -6 | -1 | -1 | -16 | 4 | ·
CN1C(=O)c2cc(NC(=O)c3cscn3)ccc2OC[C@@H]2O[C@H](CC(=O)N3CCOCC3)CC[C@H]21
→ 5 | 0.5 | 2 | 0 | -2 | -3 | 7 | -7
CC(C)C[C@H]1CN([C@@H](CC(C)C)CN2CCC[C@H]2CN2C(=O)C(=O)NC[C@@H]2Cc2ccc(O)cc2)C(=O)C(=O)N1CCc1ccccc1
→ 4 | -4.3 | -14 | · | 2 | · | · | ·
CO[C@H]1CN(C)C(=O)c2cc(NC(=O)Nc3ccccc3F)ccc2OC[C@H](C)N(CCC(F)(F)F)C[C@@H]1C
→ -7 | -0.4 | -23 | 0 | 2 | 6 | 10 | 15
C[C@H]1CN([C@@H](C)CO)C(=O)c2cccc(N(C)C)c2O[C@@H]1CN(C)Cc1ccncc1
→ 2 | -0.1 | -7 | 3 | -5 | 10 | 0 | 1
C=CCn1c(Cc2cccs2)nnc1SC/C=C/c1ccccc1
→ · | · | · | 2 | · | -4 | 1 | -12
Cc1c(N=Cc2ccc(Br)s2)cccc1[N+](=O)[O-]
→ · | · | · | -6 | · | -4 | -9 | -8
CCCNC(=O)C1(C)CCCN(Cc2ccc(C#N)cc2)C1 (stereo unspecified)
→ 1 | · | -8 | 2 | -3 | · | -13 | -1
C=CCC1NS(=O)(=O)OC(CCc2ccccc2)C1O (stereo unspecified)
→ 4 | · | -36 | -3 | 0 | -12 | -7 | -12
COCCn1c(C)cc(C(=O)Cn2nc(C(=O)O)c3ccccc3c2=O)c1C
→ 6 | 2.2 | -13 | · | -1 | -9 | · | ·
Cc1cc(C)c(CN2CCN(Cc3ccc(C)o3)C(CCO)C2)c(-n2cccn2)c1 (stereo unspecified)
→ -1 | · | -14 | · | 0 | 2 | · | ·
C[C@@H]1CN([C@H](C)CO)C(=O)c2cc(NS(=O)(=O)c3cccs3)ccc2O[C@@H]1CN(C)S(=O)(=O)c1ccccc1
→ 0 | -0.2 | -1 | 0 | 0 | -12 | 3 | -4
CCCCN1CC(N2CCCC2)CS1(=O)=O (stereo unspecified)
→ 4 | -0.3 | -17 | · | -9 | · | · | ·
CSc1ccc(S(=O)(=O)NCCCOC(C)C)cc1
→ · | · | · | -3 | · | -9 | 1 | -1
CCCCN1C(=O)C(CC(=O)NC(c2ccccc2)c2ccccc2)CC(C(=O)N2CCOCC2)=C1C (stereo unspecified)
→ 2 | -0.1 | 6 | 5 | 2 | · | 3 | -7
CCOc1ccccc1NC(=O)N1CCCC1C(=O)Nc1ccc(-n2cnnn2)c(C)c1 (stereo unspecified)
→ · | · | · | 25* | · | 0 | 6 | 2

Other results follow.
Below each SMILES – ERp5 block | E-sel inducer | RAD52 inh | PglD DTNB | CASP6 VEID inh | ARNT-TACC3 inh | RAD54 inh | esBAF inh
COc1ccc(NC(=O)c2ccc(N3C(=O)C4CC=C(Cl)CC4C3=O)cc2)cc1 (stereo unspecified)
→ 3 | 0.2 | -14 | 1 | 7 | -22 | 2 | -5
O=C(C[C@@H]1CC[C@@H]2[C@H](COC[C@@H](O)CN2C(=O)Nc2ccc(Cl)cc2)O1)NCC1CCCCC1
→ · | 0.1 | · | 0 | · | 14 | -9 | 10
O=C(Nc1ccccc1)c1cccc(N2C(=O)C3C4CC(C(Br)C4Br)C3C2=O)c1 (stereo unspecified)
→ -6 | 3.8 | -11 | -3 | -2 | -6 | 2 | ·
CC(C)(C)OC(=O)N1C[C@H](O)C[C@H]1C(=O)OCC(=O)c1ccc([N+](=O)[O-])cc1
→ 1 | -0.1 | -8 | 2 | 0 | 32 | -4 | 1
CCCNC(=O)C(=O)Nc1ccc(N(C)C)cc1
→ · | · | · | 5 | · | -16 | -9 | 7
Cc1ccccc1OCC(=O)Nc1ccccc1-c1ccccc1NC(=O)COc1ccccc1C
→ · | 1.0 | · | -3 | · | 38 | -1 | ·
COC(=O)c1ccc(COc2cccc(C)c2C)cc1
→ 0 | · | -9 | · | 3 | -4 | · | ·
C#CCOCCOCCOCCNc1nc(N2CCN(C(=O)Cn3cc(CCCN=C(N)N)nn3)CC2)nc(N2CCN(C(=O)[C@H]([C@@H](C)CC)n3cc(CCCCN)nn3)CC2)n1
→ 5 | ? | 8 | -3 | -70 | 3 | -9 | -3
O=C(Cc1c[nH]c2ccccc12)Nc1ccc(N2CCOCC2)cc1
→ -1 | 6.8 | 1 | · | 0 | -1 | · | ·
COC(=O)NCC(c1cccnc1)N1CCN(c2ccccc2)CC1 (stereo unspecified)
→ 4 | -2.4 | -4 | -5 | 3 | -4 | -8 | -2
CCCCc1ccc(S(=O)(=O)N2CCN(C(=O)c3ccco3)CC2)cc1
→ · | · | · | -3 | · | -2 | -8 | -1
CCn1nc(C)cc1C(=O)N1CCCC(CCC(=O)NCc2ccccc2F)C1 (stereo unspecified)
→ -1 | · | -1 | -3 | -2 | -20 | 15 | -2
O=C(CCC(=O)N1CCN(c2ccccc2)CC1)Nc1nnc(C2CCCCC2)s1
→ 5 | · | -14 | · | -4 | 3 | · | ·
Cc1ccc(CCNC(=O)c2ccc(CS(=O)(=O)Cc3ccc(F)cc3)o2)cc1
→ -8 | · | -3 | 1 | -1 | 5 | 0 | 3
Cc1ccc(NS(=O)(=O)c2cc(C(=O)N3CCOCC3)ccc2C)cc1
→ 4 | · | -13 | -1 | 4 | -8 | -4 | 0
COc1ccc(NC(=O)CSc2n[nH]c(-c3ccncc3)n2)c([N+](=O)[O-])c1
→ -9 | 0.2 | -20 | -1 | 0 | -3 | -1 | -5
COCC#Cc1ccc2c(c1)O[C@H](CN(C)Cc1ccccc1)[C@H](C)CN([C@H](C)CO)S2(=O)=O
→ 0 | 0.1 | -23 | 7 | 4 | -1 | -2 | -5
CCOc1ccc(C2NC(=S)NC3=C2CCc2ccccc23)cc1 (stereo unspecified)
→ 0 | 0.4 | -3 | -6 | 2 | 0 | -8 | ·
CC1CCCN(S(=O)(=O)c2ccc3c(c2)CCN3C(=O)C2CCC2)C1 (stereo unspecified)
→ · | · | · | 2 | · | 0 | -10 | 1
CNC(=S)N(CCc1c(C)[nH]c2ccc(F)cc12)Cc1cccnc1
→ 3 | -0.1 | 5 | 3 | -21 | 4 | -5 | 8
COCCN(C(=O)COC(=O)c1ccccc1Cc1ccccc1)c1c(N)n(Cc2ccccc2)c(=O)[nH]c1=O
→ 17 | 3.0 | 0 | 2 | -4 | 3 | -4 | 14
Cc1ccc(Cn2nc(C)cc2C(=O)Nc2ccccc2Cl)cc1
→ 2 | -0.3 | -12 | -1 | 3 | -6 | 8 | ?
N#CC(c1ccccc1)N(CCCCl)C(=O)c1ccc(Br)cc1 (stereo unspecified)
→ -3 | 0.4 | 6 | · | -1 | · | · | ·
COc1cccc2sc(Nc3nc(C)c(C(C)=O)s3)nc12
→ · | · | · | 3 | · | 3 | -3 | ?
O=C(NC1CCCC1)c1ccc(CSc2nc3ccncc3n2Cc2ccc(F)cc2)cc1
→ -2 | -0.1 | -13 | -3 | 1 | -4 | 11 | 8
CN(C)CC(=O)Nc1ccc2c(c1)[C@@H]1C[C@H](CC(=O)NCc3ccc(-c4ccccc4)cc3)O[C@H](CO)[C@@H]1O2
→ -1 | 0.3 | 33 | -2 | 0 | 5 | 14 | 7
CN(C)CCNC(=O)c1cccc(-c2cnc3c(NC=O)cc(-c4ccc(S(C)(=O)=O)cc4)cn23)c1
→ -4 | -0.1 | 96* | -5 | -52 | · | 65* | -9
O=C(c1cccc(N2C(=O)C3C4C=CC(C4)C3C2=O)c1)N1CCN(c2ccccc2F)CC1 (stereo unspecified)
→ 1 | · | 1 | -5 | -5 | 2 | -3 | -5
Cc1nc2ccccc2c2oc(C(=O)Nc3ccc4c(c3)OCCO4)cc12
→ 2 | 0.4 | -61 | 4 | 0 | 1 | 10 | -1
CCOC(=O)c1ccccc1N/C=C1\CCCCC1=O
→ -7 | · | 4 | · | · | 2 | · | -5
C=CCn1c(SCC(=O)c2c(N)n(C)c(=O)n(C)c2=O)nnc1-c1ccccc1F
→ 5 | · | -9 | · | -1 | -4 | · | ·
O=S(=O)(c1ccccc1)c1nc(-c2cccs2)oc1NCc1cccnc1
→ -12 | · | 0 | 1 | 0 | 2 | -5 | 9
CC(=O)C1=C(O)C(=O)N(CCN(C)C)C1c1ccc(Cl)cc1 (stereo unspecified)
→ · | · | · | 5 | · | 0 | -1 | -2
